# Screening data: PubChem, National Center for Advancing Translational Sciences (NCATS)
# GLP1R cytotox = cytotoxicity counter-screen for GLP-1 receptor inverse agonists; HEK293 cAMP-luciferase reporter cells, luminescence, 24 h; Potency, µM (highest dose often 38.3 µM), for inactives: at the top dose activity change, negative = inhibition, usual class: inhibitors; actives 0.13% (n = 410,000);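 further: loss of luciferase light is scored as toxicity; potency means the concentration at half of the fitted maximal effect; on the % scale 0 is the no-effect control and ±100 the full control effect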
#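 A 23 nL compound transfer followed 12 hours of cell culture at 37 deg C; exposure then lasted 24 hr. Luciferase assay detection reagent was dispensed and plates read for luminescence after a 12 min room-temperature wait.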
# DRD3 agonist = agonists of human D3 dopamine receptor; P35462; D3R DiscoveRx beta-arrestin cells, luminescence, 90 min; max activation, %; actives 0.58% (n = 410,000); AID 652048; in the data active means max activation above about 30%; further: 0% is about no effect; mostly tested at two doses, the higher about 12 µM
#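 Cells at 1500/well, incubated overnight, then treated with pinned compounds (dopamine as control) for 90 min at 37 degrees C. DiscoveRx reagent added for 30 - 60 minutes at room temperature; luminescence read.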
# WRN helicase inh = WRN helicase (human) inhibition; AID 651768; WRN helicase unwinding, fluorescent forked duplex, kinetic; actives 0.46% (n = 360,000); Potency, µM (series often up to 114 µM), without a hit: at the highest dose activity change, negative = inhibition, usual class: inhibitors; Q14191; further: potency means the concentration at half of the fitted maximal effect; on the % scale 0 is the no-effect control and ±100 the full control effect; nearly all actives have a fitted effect of over 55% in size
# Target sequence (Q14191 whole entry, looked up): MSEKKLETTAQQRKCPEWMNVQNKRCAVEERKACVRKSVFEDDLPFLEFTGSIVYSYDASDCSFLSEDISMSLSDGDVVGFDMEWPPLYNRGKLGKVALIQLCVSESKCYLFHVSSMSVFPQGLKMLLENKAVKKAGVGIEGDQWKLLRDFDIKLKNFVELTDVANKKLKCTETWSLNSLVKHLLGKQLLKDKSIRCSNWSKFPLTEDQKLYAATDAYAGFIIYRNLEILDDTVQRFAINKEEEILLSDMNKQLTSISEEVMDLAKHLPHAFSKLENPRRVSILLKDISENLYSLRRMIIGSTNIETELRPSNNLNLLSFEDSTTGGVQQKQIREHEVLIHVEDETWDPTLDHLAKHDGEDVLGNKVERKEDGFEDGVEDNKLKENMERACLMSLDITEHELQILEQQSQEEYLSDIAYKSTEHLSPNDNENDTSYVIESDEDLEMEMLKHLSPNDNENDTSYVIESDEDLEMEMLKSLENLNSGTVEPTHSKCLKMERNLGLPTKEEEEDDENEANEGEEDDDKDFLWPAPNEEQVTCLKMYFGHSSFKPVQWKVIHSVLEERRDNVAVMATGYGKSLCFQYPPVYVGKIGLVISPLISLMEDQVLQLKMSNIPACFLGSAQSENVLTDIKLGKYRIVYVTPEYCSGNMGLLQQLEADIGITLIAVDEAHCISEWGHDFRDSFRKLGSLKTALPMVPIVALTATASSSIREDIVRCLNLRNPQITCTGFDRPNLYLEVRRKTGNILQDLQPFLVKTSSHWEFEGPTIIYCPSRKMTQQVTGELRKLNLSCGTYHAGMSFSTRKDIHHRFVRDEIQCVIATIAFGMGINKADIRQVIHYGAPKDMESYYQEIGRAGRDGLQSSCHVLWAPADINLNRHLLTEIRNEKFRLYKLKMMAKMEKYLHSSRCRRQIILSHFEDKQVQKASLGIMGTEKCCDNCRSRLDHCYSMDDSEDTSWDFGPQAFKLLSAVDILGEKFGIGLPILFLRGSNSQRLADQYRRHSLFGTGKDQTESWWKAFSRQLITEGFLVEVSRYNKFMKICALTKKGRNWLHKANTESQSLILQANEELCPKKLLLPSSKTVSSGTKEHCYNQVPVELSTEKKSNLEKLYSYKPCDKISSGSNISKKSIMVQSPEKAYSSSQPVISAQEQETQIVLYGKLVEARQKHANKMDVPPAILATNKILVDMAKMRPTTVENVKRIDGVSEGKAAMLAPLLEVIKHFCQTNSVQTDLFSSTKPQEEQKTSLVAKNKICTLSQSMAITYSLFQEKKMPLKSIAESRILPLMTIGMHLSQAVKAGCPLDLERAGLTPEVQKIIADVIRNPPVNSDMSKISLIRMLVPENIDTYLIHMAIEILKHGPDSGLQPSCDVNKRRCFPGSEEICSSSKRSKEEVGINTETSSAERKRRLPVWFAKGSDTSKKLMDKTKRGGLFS
#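 Primary qHTS, 1536-well format. 20 nM WRN + compound, 15 min RT; start with 100 nM forked fluorophore/quencher duplex, 2 mM ATP (final); kinetic read ex 525/em 598 nm.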
# IL-2 act = IL-2 activation; actives 0.065% (n = 360,000); IL-2 activation reporter assay, cell-based qHTS; stimulated with anti-CD3/CD4/CD28 beads; in transgenic mouse T cells; activation, % (series mostly up to about 46 µM); AID 652025; in the data active means activation above about 50%; inconclusive means mostly about 30% to 49%; further: 0% is about no effect
#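 EGFP and DsRed fluorescence is measured by plate cytometry in unstimulated transgenic mouse T cells exposed to compound for 60 minutes, then stimulated 18 hours at 37 degrees C with anti-CD3/anti-CD4 beads plus anti-CD28.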
# GLP1R inv ag = inverse agonists of human GLP-1 receptor; P43220; actives 1.6% (n = 410,000); Potency, µM (titrated, usually from 38.3 µM), without a hit: top-dose activity change, negative = inhibition, usual class: inhibitors; HEK293 GLP-1R CRE-luciferase, luminescence, 24 h; GLP-1R form is constitutively active; further: potency means the concentration at half of the fitted maximal effect; on the % scale 0 is the no-effect control and ±100 the full control effect; nearly all actives have a fitted effect of over 55% in size
#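 Inverse agonism was detected as reduced cAMP-driven luciferase luminescence after 24 h compound treatment. The cells were HEK293 clones expressing constitutively active human GLP-1R with the reporter. Reporter-only and GPR119 cell lines served as counterscreen controls.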
# PLK1 PBD inh = blocks phosphopeptide binding to human PLK1 polo-box domain | P53350 | Plk1 PBD binding of FITC phosphopeptide, fluorescence polarization | Potency, µM, without a hit: max response, negative = inhibition, most hits filed as inhibitors | actives 2.8% (n = 360,000) | AID 720504; further: potency means the concentration at half of the fitted maximal effect; series mostly up to about 57 µM; on the % scale 0 is the no-effect control and ±100 the full control effect; nearly all actives have a fitted effect of over 65% in size
# PI5P4K alpha inh = inhibitors of human PI5P4K alpha; max response, %; actives 1.2% (n = 330,000); PI5P4Kalpha enzyme, ADP-Glo luminescence, 60 min; active compounds read low; active means max response of -50% or lower; inconclusive means between -30% and -50%; inactive means -30% or higher; further: value at the top dose of about 77 µM; on the % scale 0 is the no-effect control and ±100 the full control effect
#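 ADP-Glo luminescence end-point read after a 60 min room-temperature kinase reaction of PI5P4Kalpha plus substrate, initiated with ATP at 5 microM final. Buffer: 0.038 M HEPES pH 7.4, EGTA, 0.1% CHAPS, 5% DMSO.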
# D3 antag = D3 dopamine receptor (human) antagonism; P35462; D3R cells, DiscoveRx beta-arrestin luminescence, antagonist mode; active compounds read low; max response, negative = inhibition, %; actives 2.5% (n = 360,000); AID 652054; in the data active means max response below about -50%; inconclusive means no clear call, values can overlap the other calls; further: on the % scale 0 is the no-effect control and ±100 the full control effect; mostly tested at two doses, the higher about 12 µM
#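 Cells plated overnight at 1500 cells/well, then exposed to library compounds with dopamine controls for 90 minutes at 37 degrees C. DiscoveRx reagent added for 30–60 minutes at room temperature; luminescence read, quantitative HTS format.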
# GLP-1R agonist = activates the human GLP-1 receptor; HEK293 GLP-1R CRE-luciferase, luminescence, 4-6 h; cells express a hypersensitive GLP-1R form; P43220; AID 624172; Potency, µM (series often up to 45.6 µM), for the others: top-dose activation, actives largely listed as activators; actives 0.007% (n = 380,000); further: potency means the concentration at half of the fitted maximal effect; % of control where 0% means no effect
# * = called active by the depositor; ? = inconclusive; nt = not tested or not shown; & = joins results of further samples; [ ] = remark or other dose. Unless noted, the call rests on the fitted dose curve; in most records, active means well fitted curve in the direction sought with a large enough effect; inconclusive means small, poorly fitted or top-dose-only effect, or another doubt; inactive means no such curve, though single readings can be large; an effect the other way counts as inactive or inconclusive.
SMILES,GLP1R cytotox,DRD3 agonist,WRN helicase inh,IL-2 act,GLP1R inv ag,PLK1 PBD inh,PI5P4K alpha inh,D3 antag,GLP-1R agonist
Cc1ccc(NC(NC(=O)c2ccccc2[N+](=O)[O-])C(Cl)(Cl)Cl)cc1 (centres undefined),-2%,11,-12%,-2.7,?,-2%,-1,14,-17%
O=C(CN(C(=O)CNS(=O)(=O)c1ccccc1)c1ccc(Cl)cc1)NCC1CCCO1 (centres undefined),-7%,9,4%,-0.9,3%,0%,-11,9,-4%
COc1ccc(-c2coc3c(C(=O)NCc4ccc(OC)c(OC)c4)cccc23)c(C)c1,-15%,17,-8%,-0.8,?,-5%,13,74,?
Cc1ccccc1C(=O)OCn1nnc2ccccc2c1=O,-5%,0,5%,1.5,?,-6%,8,13,31%
O=C1NC(SCCCF)=N/C1=C/c1ccc(-n2cncn2)cc1,-3%,6,-6%,-2.1,27%,-5%,2,12,23%
Cc1cc2[nH]c(=O)c(=O)[nH]c2cc1S(=O)(=O)N1CCN(c2cccc(Cl)c2)CC1,11%&3%,-4&7,2%[11.6 µM],-2.0,16%&8%,-9%,2,-23,-2%
COc1ccccc1C(=O)NC(=O)COC(=O)c1nc(Cl)ccc1Cl,-6%,-2,-3%,8.6,10%,-16%,-7,0,-5%
O=C(NCc1cccs1)c1ccc2sc([C@H]3C[C@H](O)[C@@H](CO)O3)nc2c1,1%,0,-1%,0.7,11%,0%,-1,0,-4%
CCCc1nc(NCc2ccccn2)c2nnn(Cc3ccccc3F)c2n1,4%,3,0%,-1.5,?,-1%,1,23,8%
CC(C)c1cc(N2CCOCC2)n2ncc(-c3ccccc3)c2n1,1%,10,-8%,-0.9,-4%,0%,23,14,12%
COc1ccc(N2C(=O)CCC(C(=O)O)C2c2ccc(F)cc2)cc1 (centres undefined),21%,-2,-6%,1.1,9%,-14%,2,8,4%
Cc1ccc(C)n1-c1cccc(C(=O)Nc2ccccc2)c1,-6%,-12,-3%,0.8,25%,0%,-9,-7,-3%
O=C(NC1CCCC1)c1ccc(CSc2nc3ccncc3n2Cc2ccc(F)cc2)cc1,4%&-5%,8&2,-10%,-1.4,?,-3%,7,17,14%
COc1ccc(CC2(CO)CCN(Cc3ccc4nsnc4c3)CC2)cc1,9%,-25,1%,-1.7,?,-13%,1,-73*,3%
CSc1ccc(C(=O)NCC(c2ccco2)N(C)C)cc1[N+](=O)[O-] (centres undefined),-4%,-15,-5%,1.5,1%,-16%,-3,-10,17%
O=C(OC(C(=O)NC1CCCC1)c1ccccc1F)c1ccco1 (centres undefined),-2%,1,-4%,-2.8,-16%,0%,2,2,-2%
O=C(C(=O)N1CCN(c2cccc(Cl)c2)CC1)c1c[nH]c2ccccc12,-22%,2,-1%,-4.6,8.9µM*,2%,5,10,-2%
O=C(C1CC1)N1CCc2cc(Br)cc(S(=O)(=O)NCCCN3CCCCC3)c21,-14%,-10,-1%,-1.9,5%,-25%,-6,-18,0%
CC(C)Cn1c(N)c(C(=O)COC(=O)CCc2nc3ccccc3c(=O)[nH]2)c(=O)n(C)c1=O,9%,10,-5%,0.0,19%,-5%,1,1,8%
c1ccc(-c2ccncn2)cc1,1%,1,11%,-0.5,5%,-3%,-1,1,8%
COc1cc(/C=C(\NC(C)=O)C(=O)Nc2cccc(O)c2)ccc1OC(C)=O,8%,6,-10%,1.8,25%,2%,1,0,7%
CCN(CC(=O)NCc1ccncc1)S(=O)(=O)c1ccccc1,8%,1,-25%,-0.7,15%,1%,1,0,2%
COc1ccccc1OCc1ccc(C(=O)N(C)c2ccccc2)o1,-8%,0,4%,1.1,-17%,-3%,0,-21,3%
Cn1c(=O)c2c(nc(N3CCc4ccccc4C3)n2Cc2ccc(Br)cc2)n(C)c1=O,-7%,-5,6%,1.0,1%,0%,3,0,-1%

# 3 entries from above, sorted by length of the SMILES, rising:
SMILES,GLP1R cytotox,DRD3 agonist,WRN helicase inh,IL-2 act,GLP1R inv ag,PLK1 PBD inh,PI5P4K alpha inh,D3 antag,GLP-1R agonist
COc1ccccc1OCc1ccc(C(=O)N(C)c2ccccc2)o1,-8%,0,4%,1.1,-17%,-3%,0,-21,3%
CSc1ccc(C(=O)NCC(c2ccco2)N(C)C)cc1[N+](=O)[O-] (centres undefined),-4%,-15,-5%,1.5,1%,-16%,-3,-10,17%
Cn1c(=O)c2c(nc(N3CCc4ccccc4C3)n2Cc2ccc(Br)cc2)n(C)c1=O,-7%,-5,6%,1.0,1%,0%,3,0,-1%

# The listing continues.
SMILES,GLP1R cytotox,DRD3 agonist,WRN helicase inh,IL-2 act,GLP1R inv ag,PLK1 PBD inh,PI5P4K alpha inh,D3 antag,GLP-1R agonist
Cc1ccc(-n2c(=S)[nH]c3sc4c(c3c2=O)CCC4)cc1,-6%,4,?,2.2,19%,24µM*,-55*,-23,-2%
Cc1ccc(C(=O)Oc2cccc(NC(=O)c3ccccc3)c2)cc1C,8%,-5,-8%,1.3,-26%,-8%,12,-8,2%
Cc1cccc(C)c1NC(=O)CSc1nc(-c2ccco2)cc(C(F)(F)F)n1,-14%,14,-7%,1.7,-25%,-1%,nt,17,-2%
COc1ccc(NC(=O)c2sc3ncn(CC(=O)N4CCCCC4)c(=O)c3c2C)cc1OC,-5%,-5,2%[57.1 µM],-1.9,35%[activator],-3%,-4,-5,0%
COC(=O)C1(Cc2cc(-c3ccc(OC)cc3OC)no2)CCN(C(=O)OC(C)(C)C)CC1,-7%,77*,-9%,0.0,?,-1%,8,-13,-5%
O=C(CCc1nc2ccccc2[nH]1)NCc1ccc2c(c1)OCO2,4%,-7,5%,-1.9,43%[activator],0%,-10,3,3%
CN(C)S(=O)(=O)c1ccc(C(=O)OCC(=O)c2csc(N3CCCCC3)n2)cc1,1%,-6,1%[11.6 µM],1.5,13%,-27%,-28,7,-5%
Cc1nc(S(=O)(=O)NC2CCCCC2)c(C#N)c(C)c1Cl,-14%,0,-2%,1.4,?,?,-1,-12,5%
COc1ccccc1NC(=O)c1ccc2nc(N3C(=O)CCC3=O)sc2c1,-3%,2,-24%,-2.3,7%,-18%,-15,?,5%
O=C(Nc1ccc(S(=O)(=O)Nc2nccs2)cc1)c1ccc(=O)[nH]c1,4%,-2,?,3.1,-1%,?,?,9,0%
CCC(CO)Oc1cc(NC(=O)c2cccc(F)c2)c2ncn(C(C)C)c2c1 (centres undefined),-13%,1,3%,0.3,-11%,-8%,-5,-7,7%
Cc1ccc(NC(=O)C(OC(=O)c2cnc(C)cn2)c2ccccc2)c([N+](=O)[O-])c1 (centres undefined),10%,5,-4%,1.3,11%,-8%,2,7,11%

# Reprinted at random: 6 records from the list.
SMILES,GLP1R cytotox,DRD3 agonist,WRN helicase inh,IL-2 act,GLP1R inv ag,PLK1 PBD inh,PI5P4K alpha inh,D3 antag,GLP-1R agonist
Cc1nc(S(=O)(=O)NC2CCCCC2)c(C#N)c(C)c1Cl,-14%,0,-2%,1.4,?,?,-1,-12,5%
COc1ccccc1C(=O)NC(=O)COC(=O)c1nc(Cl)ccc1Cl,-6%,-2,-3%,8.6,10%,-16%,-7,0,-5%
O=C(Nc1ccc(S(=O)(=O)Nc2nccs2)cc1)c1ccc(=O)[nH]c1,4%,-2,?,3.1,-1%,?,?,9,0%
Cc1ccc(NC(NC(=O)c2ccccc2[N+](=O)[O-])C(Cl)(Cl)Cl)cc1 (centres undefined),-2%,11,-12%,-2.7,?,-2%,-1,14,-17%
O=C(CCc1nc2ccccc2[nH]1)NCc1ccc2c(c1)OCO2,4%,-7,5%,-1.9,43%[activator],0%,-10,3,3%
CSc1ccc(C(=O)NCC(c2ccco2)N(C)C)cc1[N+](=O)[O-] (centres undefined),-4%,-15,-5%,1.5,1%,-16%,-3,-10,17%

# Next results.
SMILES,GLP1R cytotox,DRD3 agonist,WRN helicase inh,IL-2 act,GLP1R inv ag,PLK1 PBD inh,PI5P4K alpha inh,D3 antag,GLP-1R agonist
O=C(Nc1ccc(Cl)cc1)c1ccc2nsnc2c1,11%,-20,-3%,-2.3,?,-14%,3,-20,6%
CCOc1ccc(C2Nc3ccc4ccccc4c3-c3c2c(=O)oc2ccccc32)cc1 (centres undefined),9%,-10,-10%,0.5,16%,-5%,nt,-11,-5%
CCCNC(=O)c1cc(C2CCCCN2C(=O)c2ccc(C(C)C)cc2)on1 (centres undefined),-2%,-5,-6%,0.2,-22%,-14%,1,0,11%
CCN(C(=O)Cn1c(=O)n(-c2ccccc2)c(=O)c2ccc(C(=O)NCc3ccc4c(c3)OCO4)cc21)c1cccc(C)c1,-10%,3,nt,nt,?,nt,nt,nt,1%
Cc1c(CC(=O)NCCC(=O)O)c(=O)oc2cc3oc4c(c3cc12)CCCC4,6%,0,3%,-3.1,14%,2%,-4,-2,-1%
O=C(O)C1CCCCC1C(=O)NCCCN1CCOCC1 (centres undefined),2%,5,-5%,0.0,14%,-5%,7,0,-2%
COc1ccc(OCC(=O)N2CCN(C(=O)c3ccc(OC)cc3)CC2)cc1,3%,0,nt,nt,1%,nt,nt,nt,4%
Cc1cnc(CN(C)Cc2c(C(=O)N3CCc4ccccc4C3)nc3ccc(Cl)cn23)[nH]1,0%,-4,-1%,-0.6,-31%,-6%,1,9,5%
COc1cc(S(=O)(=O)N2CCN(C)CC2)c(OC)cc1Cl,-2%,4,-4%,-1.4,-9%,-3%,-5,-3,11%
CSc1ccc(N2C(=O)NC3(CCCCC3)C2=O)cc1,14%,0,4%,-1.2,0%,-8%,1,0,-1%
Cc1ccc(C)c(OCC(=O)Nc2ccc(S(=O)(=O)Nc3onc(C)c3C)cc2)c1,-9%,3,-14%,-0.1,5%,0%,-4,-20,7%
Cc1cc(C)n(-c2cccc3cccnc23)n1,0%,-12,-6%,-2.5,7%,-5%,nt,19,-5%
CCN1CCCc2cc(CN(CCN3CCOCC3)C(=S)Nc3ccccc3C)ccc21,8%,-6,-3%,1.3,-17%,-4%,1,0,1%
O=C(NC1CCCCC1)N1CCN(c2ccc([N+](=O)[O-])cc2)CC1,0%,-1,5%,-0.1,10%,3%,-3,0,8%
O=C(Nc1ccon1)C12CC3CC(C1)CC(n1cnc([N+](=O)[O-])n1)(C3)C2,2%,2,-1%,0.8,4%,1%,2,-1,-3%
